Assay outcomes as filed in PubChem.
PAFAH1B3 inh – PAFAH1B3 enzyme inhibitors, primary screen, biochemical, fluorescence polarization, human | Platelet-activating factor acetylhydrolase IB subunit alpha1 (Homo sapiens), Q15102 | recombinant PAFAH1B3, FP-rhodamine probe | inhibition, % at 3.39 µM | hit rate 0.28% among 340,000 | AID 492972, 2010;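 active = inhibition above the screen-wide average of all tested compounds plus 3 SD, cut at about 25% in these data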;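 note: 0% = enzyme with DMSO only and 100% = wells lacking PAFAH1B3 protein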
pPAFAH inh – pPAFAH enzyme inhibitors, primary screen, biochemical, fluorescence polarization, human | Platelet-activating factor acetylhydrolase (Homo sapiens), Q13093 | hit rate 1.5% among 330,000 | recombinant pPAFAH, FP-rhodamine probe fluorescence polarization | inhibition, % at 3.39 µM;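 active = inhibition above the mean inhibition across the screen plus 3 SD, cut at about 25% in these data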;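 note: inhibitors block binding of the rhodamine activity-based probe so polarization drops; 0% = enzyme with DMSO and 100% = wells lacking pPAFAH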
PME-1 primary – PME-1 inhibitors via competitive probe labeling, primary screen, biochemical, fluorescence polarization, FP-Rh probe, HTS; Protein phosphatase methylesterase 1 (Homo sapiens), Q9Y570; recombinant PME-1; inhibition, % at 5.9 µM; hit rate 0.53% among 320,000;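 active = inhibition above the campaign mean of all compounds plus 3 SD, cut at about 26% in these data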;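 note: competitive labeling of PME-1 active site by serine hydrolase directed probe; 0% = PME-1 with DMSO and 100% = wells lacking PME-1 enzyme; inhibitors block probe labeling so polarization falls and inhibition rises; many of its hits are not listed in these tables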
Target sequence (Q9Y570 whole entry, looked up): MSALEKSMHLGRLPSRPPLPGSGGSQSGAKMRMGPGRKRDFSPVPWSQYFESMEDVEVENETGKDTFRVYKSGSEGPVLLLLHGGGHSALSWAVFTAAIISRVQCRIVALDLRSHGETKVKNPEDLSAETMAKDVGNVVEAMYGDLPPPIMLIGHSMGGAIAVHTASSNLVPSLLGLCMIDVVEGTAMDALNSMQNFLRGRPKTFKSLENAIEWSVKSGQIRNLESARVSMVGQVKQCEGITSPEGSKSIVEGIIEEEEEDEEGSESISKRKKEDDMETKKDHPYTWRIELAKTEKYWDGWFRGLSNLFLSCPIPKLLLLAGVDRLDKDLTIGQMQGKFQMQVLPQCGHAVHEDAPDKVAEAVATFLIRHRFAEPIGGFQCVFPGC
PAD4 FP inh – human PAD4 inhibitors, primary screen, biochemical, fluorescence polarization, 1536-well format; Protein-arginine deiminase type-4 (Homo sapiens), Q9UM07; recombinant PAD4, RCA probe fluorescence polarization; inhibition, % at 6.36 µM; hit rate 0.41% among 330,000;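 active = percent inhibition above a cutoff equal to the mean of all tested compounds plus 3 SD, cut at about 15% in these data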;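 note: 0% = PAD4 with RCA probe and DMSO and 100% = probe without PAD4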
Fam108B inh – mouse Fam108B serine hydrolase inhibitors, primary screen, counter-screen for RBBP9 inhibitor project, biochemical, fluorescence polarization | recombinant Fam108B, FP-Rh probe fluorescence polarization | inhibition, % at 9.51 µM | hit rate 0.33% among 300,000;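 active = inhibition above the screen mean inhibition plus 3 SD, computed separately per campaign, cut at about 18% in these data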;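 note: inhibitors lower polarization as less probe binds the enzyme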
PAFAH1B2 inh – PAFAH1B2 enzyme inhibitors, primary screen, biochemical, fluorescence polarization, human | inhibition, % at 3.39 µM | hit rate 1.2% among 340,000 | Platelet-activating factor acetylhydrolase IB subunit alpha2 (Homo sapiens), P68402 | AID 492953, 2010 | recombinant PAFAH1B2, FP-rhodamine activity probe;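 active = inhibition above the mean of all tested compounds plus 3 SD, cut at about 24% in these data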;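 note: 0% = enzyme with DMSO and 100% = wells lacking PAFAH1B2; many of its hits are not listed in these tables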
GSTO1 inh – inhibitors of recombinant GSTO1, primary screen, counter-screen for RBBP9 inhibitor project, biochemical, fluorescence polarization; Glutathione S-transferase omega-1 (Homo sapiens), P78417; activity-based probe fluorescence polarization; inhibition, % at 5.96 µM; hit rate 1.1% among 300,000;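 active = inhibition above the campaign mean inhibition plus 3 SD, cut at about 35% in these data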;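 note: 0% = GSTO1-1 with DMSO and 100% = wells lacking GSTO1-1 enzyme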
Target sequence (P78417 whole entry, looked up): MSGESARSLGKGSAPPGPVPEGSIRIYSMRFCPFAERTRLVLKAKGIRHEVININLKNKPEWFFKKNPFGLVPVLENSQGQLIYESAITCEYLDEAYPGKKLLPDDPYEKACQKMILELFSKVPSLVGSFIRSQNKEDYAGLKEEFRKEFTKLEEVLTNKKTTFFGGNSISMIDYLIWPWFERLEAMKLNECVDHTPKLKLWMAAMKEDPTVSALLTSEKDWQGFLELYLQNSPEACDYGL
PAFAH2 inh – PAFAH2 enzyme inhibitors, primary screen, biochemical, fluorescence polarization, human; inhibition, % at 3.39 µM; hit rate 0.99% among 340,000; recombinant PAFAH2, FP-rhodamine activity probe; Platelet-activating factor acetylhydrolase 2, cytoplasmic (Homo sapiens), Q99487;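 active = inhibition above the mean over all tested compounds plus 3 SD, cut at about 30% in these data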;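 note: inhibitors block probe labeling of enzyme so polarization drops; 0% = enzyme with DMSO and 100% = wells lacking PAFAH2 protein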
LYPLA1 counter – LYPLA1 inhibitors, primary screen, counter-screen for PME1 inhibitor project, biochemical, fluorescence polarization, FP-Rh probe ABPP. Acyl-protein thioesterase 1 (Homo sapiens), O75608. recombinant LYPLA1. inhibition, % at 5.9 µM. hit rate 0.16% among 320,000. AID 2174, 2009;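 active = inhibition above the mean of all tested compounds plus 3 SD, set per campaign, cut at about 14% in these data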;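 note: inhibitors block serine hydrolase probe labeling of LYPLA1 so polarization falls; 0% = enzyme with DMSO and 100% = wells lacking LYPLA1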
* marks the source's active call; other numbers are inactive results; / = not tested or not shown. These rows are one share of the data. The share of hits here may be higher or lower than overall.

Value order – pPAFAH inh | PAFAH1B2 inh | PAFAH1B3 inh | PAFAH2 inh | PAD4 FP inh | PME-1 primary | Fam108B inh | LYPLA1 counter | GSTO1 inh
1) COc1ccccc1-c1nc(SCC(=O)Nc2ccccc2)n[nH]1
    2 | 0 | 5 | -5 | -3 | 3 | 3 | 0 | -7
2) COc1cccc(CN(C)C(=O)c2cc(S(=O)(=O)N3CCCC3)ccc2C)c1OC
    -3 | 5 | 4 | 1 | 1 | / | / | / | /
3) S=C(NCCC1=CCCCC1)Nc1ccccc1
    1 | 7 | -1 | 1 | 3 | 3 | 9 | 1 | 7
4) COC(=O)N/N=C/c1cn(CCOc2cccc(OC)c2)c2ccccc12
    23 | 0 | 9 | 1 | -1 | 4 | -1 | 4 | 1
5) COCCNC(=O)C(c1ccc(C)o1)N(Cc1ccccc1)C(=O)Cn1nnc2ccccc21 (centres undefined)
    1 | -5 | 6 | -4 | 0 | -2 | -2 | 2 | -2
6) CNC(=O)c1cc2c(ccc3ccccc32)o1
    -2 | 1 | 0 | 5 | -2 | -7 | -6 | -7 | 0
7) Cc1nc(S/C(C(=O)O)=C2/C(=O)Nc3ccccc32)n[nH]1
    8 | 4 | 7 | -6 | -2 | 10 | 0 | 0 | 12
8) Cc1cccc(C(C)C)c1NC(=O)c1cc2ccccc2o1
    -4 | -1 | 21 | -2 | 0 | 4 | -1 | -4 | -2
9) O=C(CCC(=O)c1ccc[nH]1)c1ccc(Cl)cc1
    8 | 3 | 7 | 8 | -4 | 0 | 4 | -1 | 2
10) CC1=Nc2ccc(Br)cc2C(c2ccccc2)N1CC(=O)NN (centres undefined)
    0 | 2 | 9 | 5 | -3 | -2 | -4 | 1 | 9
11) Cc1cccc(C(=O)NNC(=O)c2ccccc2[N+](=O)[O-])c1
    0 | -3 | 7 | -1 | 3 | -7 | 1 | 1 | -1
12) CCCc1nnc(SCC(=O)Nc2ccc(OC)cc2)n1N
    4 | -3 | 0 | -7 | -1 | -2 | -1 | -1 | 4
13) COc1ccc(CCNC(=O)CCCCCN2C(=O)c3ccccc3C2=O)cc1
    3 | -4 | -1 | 1 | 2 | -1 | -3 | 4 | 1
14) COc1cccc(/C=N/NC(=O)CC(=O)NCCc2ccc(OC)c(OC)c2)c1
    4 | -2 | -1 | 3 | -1 | 4 | -2 | 2 | -2
15) O=C(c1ccc(Cn2c(=S)[nH]c3cc4c(cc3c2=O)OCO4)cc1)N1CCN(c2ccccc2)CC1
    7 | 1 | -4 | -2 | 2 | -2 | -9 | -6 | -11
16) COc1ccc(CCNC(=O)COC(=O)/C=C/c2ccc(OC)c(OC)c2)cc1
    5 | 6 | 8 | 39* | 6 | 0 | 0 | 4 | 0
17) Cc1ccc(C(=O)CSc2nc(C)cc(C)c2C(N)=O)cc1
    4 | 8 | -5 | 10 | -2 | -3 | 5 | -3 | 14
18) CC(=O)OC1CC(C)(C)N(OC(=O)c2ccc(N)cc2)C(C)(C)C1
    2 | 1 | 0 | -5 | 4 | 3 | 3 | 0 | -4
19) Cn1c(=O)c2c(ncn2CCOc2cccc(Br)c2)n(C)c1=O
    2 | 12 | 7 | 4 | -2 | -5 | -2 | -3 | 7
20) CCN(C(=O)COC(=O)c1cc2c(s1)CCCC2)c1c(N)n(Cc2ccccc2)c(=O)[nH]c1=O
    1 | 0 | -9 | 6 | -2 | / | / | / | /
21) Cc1nc2ccccn2c1-c1nnco1
    0 | 2 | -9 | 0 | -2 | 1 | -5 | 1 | 0
22) Cc1ccc(C(=O)N2CCN(CCNC(=O)C(=O)NC(C)C)CC2)cc1
    -1 | 7 | 5 | 5 | -4 | 3 | 2 | -3 | 7
23) Brc1ccc(CSc2nnc(-c3ccccn3)n2Cc2ccco2)cc1
    -1 | 12 | 0 | -4 | -2 | -2 | -1 | 2 | -6
24) CCOC(=O)C1=C(N)OC2=C(C(=O)CC(C)(C)C2)C1c1cc(CSc2nnnn2C)cs1 (centres undefined)
    2 | 2 | -1 | 1 | -4 | 4 | -2 | -1 | 12
25) COc1ccc(C)cc1S(=O)(=O)N1CCCC(C(=O)NCc2ccccn2)C1 (centres undefined)
    1 | 7 | 2 | 0 | -4 | -2 | -1 | -3 | 0
26) O=C(NCc1ccccc1)c1c(O)c2cccc3c2n(c1=O)CCC3
    2 | -3 | 0 | 10 | 0 | -9 | -9 | -1 | 10
27) Cc1ccc(S(=O)(=O)CC(=O)Nc2nnc(C(C)C)s2)cc1
    1 | 10 | -6 | 3 | 0 | -7 | 4 | -2 | 0
28) Fc1cccc(F)c1-c1nc(-c2ccncc2)no1
    3 | 2 | 5 | -1 | 0 | 1 | 0 | 2 | 4
29) CCOC(=O)c1sc(N)c(C(=O)OC)c1C
    8 | -3 | 5 | 0 | 0 | 2 | -1 | 6 | -1

An excerpt from above in order of their number in PAFAH1B3 inh, rising.
| item | SMILES | pPAFAH inh | PAFAH1B2 inh | PAFAH1B3 inh | PAFAH2 inh | PAD4 FP inh | PME-1 primary |
| --- | --- | --- | --- | --- | --- | --- | --- |
| 22 | Cc1ccc(C(=O)N2CCN(CCNC(=O)C(=O)NC(C)C)CC2)cc1 | -1 | 7 | 5 | 5 | -4 | 3 |
| 5 | COCCNC(=O)C(c1ccc(C)o1)N(Cc1ccccc1)C(=O)Cn1nnc2ccccc21 (centres undefined) | 1 | -5 | 6 | -4 | 0 | -2 |
| 4 | COC(=O)N/N=C/c1cn(CCOc2cccc(OC)c2)c2ccccc12 | 23 | 0 | 9 | 1 | -1 | 4 |

4 compounds out of the list, arranged by SMILES length, largest number first:
Value order – pPAFAH inh | PAFAH1B2 inh | PAFAH1B3 inh | PAFAH2 inh | PAD4 FP inh | PME-1 primary | Fam108B inh | LYPLA1 counter | GSTO1 inh
5) COCCNC(=O)C(c1ccc(C)o1)N(Cc1ccccc1)C(=O)Cn1nnc2ccccc21 (centres undefined)
    1 | -5 | 6 | -4 | 0 | -2 | -2 | 2 | -2
18) CC(=O)OC1CC(C)(C)N(OC(=O)c2ccc(N)cc2)C(C)(C)C1
    2 | 1 | 0 | -5 | 4 | 3 | 3 | 0 | -4
23) Brc1ccc(CSc2nnc(-c3ccccn3)n2Cc2ccco2)cc1
    -1 | 12 | 0 | -4 | -2 | -2 | -1 | 2 | -6
21) Cc1nc2ccccn2c1-c1nnco1
    0 | 2 | -9 | 0 | -2 | 1 | -5 | 1 | 0
